eIF4E-4G inh = blocks eIF4E binding to eIF4G; TR-FRET eIF4E-eIF4GI(517-606) binding, 2 h; AID 782; 220,000 tested, 0.37% active; inhibition, % at 21.7 µM;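 active = inhibition above about 30%, limit read from the data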;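 note: 0% = full FRET control wells and 100% = background wells lacking eIF4GI fragment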
FXIIa inh 1536 = blocks human coagulation factor XIIa protease activity. 220,000 tested, 0.3% active. purified FXIIa, Boc-QGR-AMC fluorogenic substrate, 2 h. inhibition, % at 5 µM. P00748. AID 800; in the data active = inhibition above about 40%;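 note: 0% = enzyme with no compound and 100% = blank without enzyme; many of its hits are not listed in these tables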
14-3-3 Bad inh = disrupts binding of bovine 14-3-3 zeta to phospho-Bad peptide. P63103. TR-FRET 14-3-3zeta/Dy647-pBad peptide displacement, 1 h. inhibition, % at 21.7 µM. 220,000 tested, 0.71% active. AID 781;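 active = inhibition above about 70%, limit read from the data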;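 note: 0% = full 14-3-3 plus peptide FRET controls and 100% = background without 14-3-3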
hK5 inh = kallikrein 5 (human) inhibition; Q9Y337; recombinant hK5, fluorogenic AMC substrate cleavage; inhibition, % at 5 µM; 210,000 tested, 0.59% active;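 active = inhibition of 40% or more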;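 note: 0% = enzyme controls without compound and 100% = no-enzyme blanks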
Target sequence (Q9Y337 67-293 limits assumed): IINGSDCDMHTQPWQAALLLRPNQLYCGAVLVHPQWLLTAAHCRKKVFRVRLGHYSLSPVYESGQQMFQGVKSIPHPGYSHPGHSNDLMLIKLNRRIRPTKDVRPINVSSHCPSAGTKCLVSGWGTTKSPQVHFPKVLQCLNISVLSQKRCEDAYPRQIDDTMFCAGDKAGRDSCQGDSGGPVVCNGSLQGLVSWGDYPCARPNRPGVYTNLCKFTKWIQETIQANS
Wee1 stabilizer = inhibitors of human Wee1 degradation; P30291; HeLa Luc-Wee1K328M stability, luciferase luminescence; 100% = proteasome inhibitor MG132 effect; reporter increase, % at 5 µM; 220,000 tested, 1.2% active; AID 1321;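 active = activation above the mean of all tested compounds plus 3 SD, set per screening run, cut at about 8.8% in these data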;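 note: cells exposed to compound for 20 h before luminescence read; 0% = DMSO alone and 100% = MG132 at 30 µM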
Rad51 HR inh = Rad51 (human) homologous recombination inhibition | Q06609 | hRad51 DNA strand exchange, fluorescence dequenching | inhibition, % at 10 µM | 200,000 tested, 0.085% active | AID 1385;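 active = inhibition above 40% at the single screening dose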;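 note: 0% = DMSO control wells and 100% = blanks with heterologous ssDNA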
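Test system – preformed human Rad51 ssDNA filaments · Reagent – Donor/quencher-labelled 47-bp dsDNA substrate · Incubation – 37 °C 15-min filament assembly, 30-min compound preincubation, 15-min exchange · Signal – FRET fluorescence dequenching, excitation 485 nm, emission 520 nm · Read-out – percent inhibition from fluorescence, normalised to plate control and blank means · Benchmarks – plate control and blank wells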
Mdm2 ligase inh = Mdm2 E3 ligase (human) inhibition. Q00987. cell-based MDM2 ubiquitination luciferase reporter, 2 h; 0 = plate control, 100 = twice control, blank-subtracted. signal enhancement, % at 5 µM. 210,000 tested, 0.11% active;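 active = signal enhancement of 30% or more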;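 note: luminescence tracks abundance of the self-degrading MDM2-luciferase fusion protein; higher signal means inhibition of MDM2 E3 ligase activity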
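test system = mammalian cells stably expressing self-ubiquitinating, self-degrading MDM2 E3–luciferase fusion | quantity = 2000 cells/well | incubation = cell settling 4 h, compound treatment 2 h, both 37 °C | signal = luminescence with SteadyLite reagent, 15 min at room temperature | evaluation = % enhancement relative to plate controls after blank subtraction | benchmarks = plate controls and plate blanks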
FXIa inh 1536 = inhibitors of human coagulation factor XIa; P03951; purified FXIa, Boc-Glu-Ala-Arg-AMC fluorogenic substrate; inhibition, % at 5 µM; 220,000 tested, 0.14% active;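 active = inhibition of at least 40%; inactive = inhibition below 40%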;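 note: fluorescence of freed AMC excited at 355 nm; 0% = enzyme without compound and 100% = no enzyme blank; many of its hits are not listed in these tables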
Target sequence (P03951 19-387 limits assumed): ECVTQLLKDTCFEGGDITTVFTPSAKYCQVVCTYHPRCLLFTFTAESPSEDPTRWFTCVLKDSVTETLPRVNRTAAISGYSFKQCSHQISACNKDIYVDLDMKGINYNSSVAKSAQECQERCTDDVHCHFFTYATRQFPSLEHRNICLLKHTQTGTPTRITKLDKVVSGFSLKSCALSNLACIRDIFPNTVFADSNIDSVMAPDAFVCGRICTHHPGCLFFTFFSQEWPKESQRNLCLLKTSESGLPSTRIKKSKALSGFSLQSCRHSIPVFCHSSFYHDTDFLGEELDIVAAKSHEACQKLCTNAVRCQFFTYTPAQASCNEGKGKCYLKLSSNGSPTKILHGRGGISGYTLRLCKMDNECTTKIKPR
Target sequence (P03951 388-625 limits assumed): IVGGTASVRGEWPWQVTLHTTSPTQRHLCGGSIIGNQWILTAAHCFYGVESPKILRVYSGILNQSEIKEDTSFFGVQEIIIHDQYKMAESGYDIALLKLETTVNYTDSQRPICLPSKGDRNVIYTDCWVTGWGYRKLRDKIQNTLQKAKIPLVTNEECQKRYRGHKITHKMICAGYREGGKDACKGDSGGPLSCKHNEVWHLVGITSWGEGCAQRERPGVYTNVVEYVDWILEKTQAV
p97 ATPase inh = blocks human p97 ATPase activity. recombinant p97 ATPase, Kinase-Glo ATP luminescence, 3 h. inhibition, % at 8 µM. 220,000 tested, 0.42% active. P55072. AID 1481; in the data active = inhibition above about 15%;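 note: 0% = DMSO vehicle and 100% = wells lacking enzyme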
* = called active by the depositor; . = no result given; & = joins results of further samples; ! = not active in a repeat; [ ] = dose if it differs, or a comment.

1	CCOc1cc(C(N)=O)cc(OCC)c1OCC
2	O=C(c1cccc(F)c1)N1C2C=CC(C2)C1(C(F)(F)F)C(F)(F)F (configuration not stated)
3	O=C(NNc1nc2cc3c(cc2s1)OCCO3)c1ccccc1
4	O=C(COc1ccc(Cl)cc1Cl)NN=C1CCCCC1
5	O=C(/C=C/c1ccccc1)NC(NC(=S)Nc1ccc(C(=O)O)cc1)C(Cl)(Cl)Cl (configuration not stated)
6	COc1cc2[nH]c(=O)n(CCC(=O)NCCCN3CCN(c4ccccc4F)CC3)c(=O)c2cc1OC
7	Cc1ccc(C(=O)N/N=C/c2ccc(-c3ccccc3[N+](=O)[O-])o2)cn1
8	CCC(=O)Nc1nc2ccccc2n1Cc1ccc(C)cc1
9	CC1=C(C)CC2C(=O)N(Cc3ccccc3)C(=O)C2C1 (configuration not stated)
10	O=C(NCc1ccccn1)C(=O)NN=C1CCCCCCC1
Compound	1	2	3	4	5	6	7	8	9	10
eIF4E-4G inh	1.8[fluorescence artefact?]	-6.1	-0.3	0.3	5.0	4.2	0.3	0.0	-3.7[fluorescence artefact?]	-1.4
FXIIa inh 1536	13.8	8.7	3.9	5.4	11.1	9.0	11.3	6.5	12.9	6.0
14-3-3 Bad inh	-7.1[fluorescence artefact?]	1.6	-11.5	-5.8	-5.8	5.9	4.7	-8.9	-8.6	-25.6
hK5 inh	-8.8	-9.8	-8.4	-8.9	-5.8	0.0	2.8	-14.8	-3.8	-0.3
Wee1 stabilizer	-1.6	-2.7	2.2	0.8	3.1	-0.8	-0.1	-1.0	2.6	0.8
Rad51 HR inh	-4.0	7.0	11.2	.	-9.8	2.9	1.1	-11.0	4.5	2.8
Mdm2 ligase inh	4.5	4.1	-11.4	-5.7	-1.8	-10.5	-4.1	.	-9.1	-4.5
FXIa inh 1536	1.1	-5.1	-0.9	1.8	2.2	2.5	21.4	-0.8	8.6	-3.7
p97 ATPase inh	-0.1	0.7	3.9	5.2	2.4	2.5	11.2	-1.2	-4.4	4.3

11	CN1C(=O)[C@@H]2[C@@H]3C[C@@H]([C@H]4ON=C(c5ccc(Cl)cc5Cl)[C@@H]34)[C@@H]2C1=O
12	CCc1cc2c(=O)c(-c3nc4ccccc4n3C)c(C)oc2c(CN(CC)CC)c1O
13	Cn1c(CNc2ccc(F)cc2)nnc1SCC(=O)NNC(=O)Cc1ccccc1
14	COC(=O)Nc1ccc2c(c1)N(C(=O)CCN1CCN3CCCC3C1)c1ccccc1CC2 (configuration not stated)
15	CCOc1ccc(C(=O)Nc2nncs2)cc1OCC
16	CC1CCCCN1CCNC(=O)C1CCN(S(=O)(=O)c2cccc3cccnc23)CC1 (configuration not stated)
17	COc1cc(/C=C(\C#N)C(=O)Nc2cccnc2)ccc1OC(C)C
18	Cc1ccc(C(=O)NC(=S)/C=C2\N(C)c3ccccc3C2(C)C)cc1
19	O=C(CN1CCOCC1)Nc1ccccc1Sc1ccccc1
20	O=C(Nc1ccc(Cl)cc1)N(Cc1cccs1)Cc1cccs1
Compound	11	12	13	14	15	16	17	18	19	20
eIF4E-4G inh	2.3	12.9	1.6	-14.0&-0.2[fluorescence artefact?]	-5.3	3.1	-0.4	-10.1	-1.6	-14.7
FXIIa inh 1536	-4.3	-5.3	2.8	7.9	22.3	10.9	10.6	6.5	11.5	-22.7
14-3-3 Bad inh	-3.7	-3.6	-10.6	72.2*!	-2.3	3.3	1.1	-3.6	-2.8[fluorescence artefact?]	4.5
hK5 inh	-8.9	-5.3	-3.9	4.2	-19.1	-6.0	-1.7	-2.1	-5.6	-25.4
Wee1 stabilizer	2.0	-0.4	-2.1	-0.8&-2.4	-1.8	-2.5	11.3*	-3.7	-1.4	-1.2
Rad51 HR inh	-3.9	5.9	3.2	6.8	-6.5	-8.2	-1.8	-7.0	.	1.0
Mdm2 ligase inh	-13.0	-5.3	-0.6	-20.2&-2.8	-11.7	-8.8	-6.8	-6.8	0.7	0.7
FXIa inh 1536	-7.9	-8.4	-3.5	1.4	-2.0	1.8	2.8	6.6	7.6	-9.0
p97 ATPase inh	-1.7	-4.5	5.7	10.2&1.3	4.2	1.6	1.3	2.8	-0.1	2.0

4 entries from above, arranged by number of heavy atoms, descending:
16	CC1CCCCN1CCNC(=O)C1CCN(S(=O)(=O)c2cccc3cccnc23)CC1 (configuration not stated)
13	Cn1c(CNc2ccc(F)cc2)nnc1SCC(=O)NNC(=O)Cc1ccccc1
18	Cc1ccc(C(=O)NC(=S)/C=C2\N(C)c3ccccc3C2(C)C)cc1
20	O=C(Nc1ccc(Cl)cc1)N(Cc1cccs1)Cc1cccs1
Compound	16	13	18	20
eIF4E-4G inh	3.1	1.6	-10.1	-14.7
FXIIa inh 1536	10.9	2.8	6.5	-22.7
14-3-3 Bad inh	3.3	-10.6	-3.6	4.5
hK5 inh	-6.0	-3.9	-2.1	-25.4
Wee1 stabilizer	-2.5	-2.1	-3.7	-1.2
Rad51 HR inh	-8.2	3.2	-7.0	1.0
Mdm2 ligase inh	-8.8	-0.6	-6.8	0.7
FXIa inh 1536	1.8	-3.5	6.6	-9.0
p97 ATPase inh	1.6	5.7	2.8	2.0

More records follow:
21	O=C(N/N=C/c1cccs1)C1CC(=O)N(c2ccccc2)C1 (configuration not stated)
22	COc1cc(C)c(S(=O)(=O)N2CCCC2)cc1C(C)C
23	O=c1[nH]nc(SCCS(=O)(=O)c2ccc(F)cc2)n1-c1ccc2c(c1)OCCO2
24	Cn1c(=O)oc2cc(S(=O)(=O)N3CCc4ccccc4C3)ccc21
25	CCCCC1=CC2=C(c3ccco3)C(=O)C(C)(OC(=O)c3ccc(OC)cc3)C(=O)C2=CN1CCCN(CC)CC (configuration not stated)
26	Cc1ccc(COC(=O)c2nn(C)c(=O)c3ccccc23)cc1
27	C=CCC(CC)C(=O)NC(=O)N1CCCc2ccccc21 (configuration not stated)
28	COc1ccc(CNC(=O)C/C(C)=N/NC(=O)C23CC4CC(CC(C4)C2)C3)cc1
29	COC(=O)c1c(NC(=O)c2ccc(C)c(S(=O)(=O)Nc3ccccc3C)c2)sc2c1CCCC2
30	COc1ccc(C2c3c(ncn(Cc4ccco4)c3=N)Oc3ccc4ccccc4c32)cc1 (configuration not stated)
Compound	21	22	23	24	25	26	27	28	29	30
eIF4E-4G inh	-1.8	2.2	1.5	0.4	0.4	-5.6	0.3	-1.9	4.9[fluorescence artefact?]	-3.2
FXIIa inh 1536	18.6	7.7	2.3	11.3	5.1	1.1	0.9	8.3	6.4	8.4
14-3-3 Bad inh	-1.1	2.4	0.7	-3.4	-6.4	-3.4	-9.4	1.9	-5.2[fluorescence artefact?]	12.2[fluorescence artefact?]
hK5 inh	9.6	.	-3.7	-5.1	0.5	-2.3	-3.2	-4.1	5.2	-4.4
Wee1 stabilizer	-3.0	-2.1	-1.1	.	.	3.1	0.4	-2.4	1.1	-3.0
Rad51 HR inh	4.9	.	-17.9	4.1	2.7	5.0	-0.1	-2.3	.	-5.9
Mdm2 ligase inh	-2.4	0.0	-19.9	-16.8	12.9	-19.1	-15.7	-3.7	-2.4	-15.2
FXIa inh 1536	6.8	-3.4	-5.5	6.6	-0.8	-2.5	8.7	-6.2	-1.1	2.0
p97 ATPase inh	1.9	0.4	11.7	.	.	7.2	7.4	-3.8	6.1	2.7

31	O=C(CN1CCCCC1)Nc1ccccc1Oc1ccccc1
32	O=C(c1cn(-c2ccccc2)nc1-c1cccs1)N1CCN(c2ccc(F)cc2)CC1
33	Cc1ccccc1NC(=O)NCCCN1CCN(c2ccccc2)CC1
34	O=C(O)CSc1nnc(CNc2ccc(Cl)cc2)n1Cc1ccccc1
35	O=C(NCCc1c[nH]c2ccccc12)C(=O)NCC1OCCN1S(=O)(=O)c1ccccc1 (configuration not stated)
36	COc1ccc(C2CC3(CC(C)(C)NC(=S)N3)Oc3cc(O)cc(C)c32)cc1OC (configuration not stated)
37	O=C(Nc1ccn(Cc2ccccc2)n1)c1n[nH]c([N+](=O)[O-])c1Cl
38	CN(C)C(=O)N1CCC(C(=O)NC2CCCCCCC2)CC1
39	CCCCSc1nc2c(cnn2-c2ccc(C)c(C)c2)c(=O)[nH]1
40	O=C(CCC1CCCC1)NCc1cccs1
Compound	31	32	33	34	35	36	37	38	39	40
eIF4E-4G inh	4.0	-1.1	-1.2	-4.1	2.9	-0.8	-26.6[fluorescence artefact?]	3.1	-3.0	-15.8
FXIIa inh 1536	-1.5	23.1	11.4	11.7	5.0	0.0	4.4	9.9	9.5	20.0
14-3-3 Bad inh	0.9	4.8[fluorescence artefact?]	-5.4	-0.7	-15.2	-25.9	6.8	16.9	6.6[fluorescence artefact?]	-12.0
hK5 inh	-8.1	2.1	-2.2	-24.8	-1.2	-15.1	-2.5	-0.8	-3.9	4.5
Wee1 stabilizer	-3.1	-2.2	2.2	-1.2	-1.6	0.7	-0.5	-2.0	-1.1	-1.3
Rad51 HR inh	19.2	7.0	2.4	0.5	-36.9	-27.7	0.2	4.2	-2.3	-3.0
Mdm2 ligase inh	4.5	-1.6	-57.3	-19.6	-20.7	-0.8	-67.6	-17.9	-13.3	-5.2
FXIa inh 1536	-2.1	18.6	-3.1	-1.8	-0.2	-6.4	-4.2	1.8	6.5	8.0
p97 ATPase inh	2.6	-7.2	-6.4	2.4	4.9	7.7	-5.1	1.5	1.5	-1.9

41	CC(=O)Nc1ccc(/C(C)=N/NC(=O)c2ccccc2Cl)cc1
42	CC1(C)CC(NC(=S)NCc2ccc3c(c2)OCO3)CC(C)(C)N1
43	O=C(/C=C/c1cn(-c2ccccc2)nc1-c1ccc2c(c1)OCCO2)NCCO
44	Cc1csc(NC(=O)c2cc3c(s2)CCC3)n1
45	Cc1cc(N2CCN(C(=O)c3ccco3)CC2)n2ncnc2n1
46	Cc1ccccc1OCC(=O)Nc1ccc(S(=O)(=O)Nc2ccccn2)cc1
47	Cc1cc(C)n2nc(SCc3nnc(SCc4ccccc4Cl)s3)nc2n1
48	CS(=O)(=O)N(CC(=O)N1CCN(Cc2ccc3c(c2)OCO3)CC1)Cc1ccc(Cl)cc1
49	COc1ccc(-c2c(N)n[nH]c2C)cc1OC
Compound	41	42	43	44	45	46	47	48	49
eIF4E-4G inh	3.1[fluorescence artefact?]	1.0	-3.0	8.0[fluorescence artefact?]	-2.9	-1.0[fluorescence artefact?]	5.7	7.3	-4.4
FXIIa inh 1536	8.1	9.8	6.2	-20.2	17.9	3.5	0.2	-0.1	3.5
14-3-3 Bad inh	-9.0[fluorescence artefact?]	17.7	-3.0	-5.5[fluorescence artefact?]	-7.3	5.1	-14.3	2.6	-3.2
hK5 inh	-18.4	1.1	4.0	-24.5	-7.7	-5.1	-24.7	-28.7	-0.5
Wee1 stabilizer	-0.1	0.8	5.2	5.5	4.6	-1.5	-1.6	-1.2	0.1
Rad51 HR inh	2.4	1.1	7.0	1.9	-7.2	-7.6	-3.6	2.8	.
Mdm2 ligase inh	3.5	-0.6	-1.9	-39.4	-7.8	-9.2	-6.3	-26.3	-8.5
FXIa inh 1536	7.8	6.6	0.1	-9.8	11.3	6.5	-5.1	-8.1	10.9
p97 ATPase inh	2.4	3.5	-0.7	-7.5	4.2	1.0	3.0	-3.9	3.7

Source: PubChem
